Compound activity (PubChem)
S2 tox – viability counter-screen for ATXN expression inhibitors | Potency, µM (titrated, usually from 56.7 µM), usual class: cytotoxic | S2 cells (HEK-293 line with an ATXN2-luciferase reporter) viability, CellTiter-Fluor protease fluorescence, 24 h | 400,000 tested, 0.49% active; also: potency is read from the fitted curve at half-maximal effect; nearly all actives have a fitted effect of over 40% in size
HepG2 tox – HepG2 cytotoxicity, counter-screen for TGF-b inhibitors | HepG2 CAGA-GFP viability, ATP luminescence, 18 h | Potency, µM (highest dose often 46.1 µM), without a hit: top-dose activity change, negative = cytotoxicity, actives largely listed as cytotoxic | 410,000 tested, 0.76% active; also: potency is read from the fitted curve at half-maximal effect; some results filed as inactive show a strong effect at the top dose
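CellTiter-Glo luminescence gave cytotoxicity after 18 hours at 37 degrees C. The cells were HepG2 CAGA-GFP in 1% FBS DMEM, stimulated with 500 pg/mL TGF-beta after compound addition. %Activity was normalised to no-cell wells (complete cell-killing) and DMSO (no toxicity), and curves were fitted and classified.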
Nrf2 activator – Nrf2 pathway activation | AREc32 ARE-luciferase reporter (MCF7-derived line), luminescence, 24 h | Potency, µM (top dose mostly 46.1 µM), for the others: at the highest dose activation, hits mostly activators | 410,000 tested, 0.31% active | AID 624171; also: potency is read from the fitted curve at half-maximal effect; % of control where 0% means no effect; nearly all actives have a fitted effect of over 65% in size
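Nrf2 activation is followed as ARE-luciferase induction in the AREc32 line after one day of compound treatment; luminescence is read with Steady-Glo.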
pAkt inh – inhibitors of Akt phosphorylation; Neuro2A IGF-stimulated pAkt S473 HTRF, 20 min; active compounds read low; activity change, % for hits at 50 µM; 360,000 tested, 0.32% active; AID 651550; in the data active = activity change below about -80%; inconclusive = mostly about -51% to -80%; also: % is scaled to controls: 0 for no effect and ±100 for the full control effect
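Single-point screen (50 µM final compound) in Neuro2A cells stimulated 20 min with 6 nM IGF at 37 deg C. After lysis, Ser473-phosphorylated Akt read by HTRF (ex 330 nm, em 615/665 nm) as the 665/615 ratio.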
Nrf2 block – inhibitors of Nrf2 signaling. 360,000 tested, 2.1% active. A549 ARE-Fluc reporter, luciferase luminescence, 18-24 h. AID 504444. Potency, µM (titrated, usually from 46 µM), for the others: top-dose activity change, negative = inhibition, usual class: inhibitors; also: potency is read from the fitted curve at half-maximal effect; % is scaled to controls: 0 for no effect and ±100 for the full control effect; nearly all actives have a fitted effect of over 60% in size
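A549 ARE_Fluc cells, 5000/well, 5% FBS OPTI-MEM; compounds in dose-response, 18-24 h at 37 °C/5% CO2; CellTiter-Fluor viability read (Ex 405/Em 525), then BugLite luciferase luminescence = Nrf2 activity.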
MmCpn inh – blocks the Methanococcus maripaludis chaperonin Mm-Cpn; Potency, µM (doses to about 76.9 µM), for inactives: at the highest dose activity, negative = inhibition, hits mostly inhibitors; 330,000 tested, 0.031% active; purified Mm-Cpn ATPase, ADP Transcreener TR-FRET; also: potency is read from the fitted curve at half-maximal effect; % is scaled to controls: 0 for no effect and ±100 for the full control effect; nearly all actives have a fitted effect of over 80% in size
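Purified archaeal Mm-CPN (25nM final) preincubated 10 min at 37degC with compound, then 10uM ATP for 30 min at 37degC; ADP measured by HTRF Transcreener TR-FRET; buffer 30 mM TRIS pH 7.4, 100mM KCl, 5mM MgCl2, 1mM DTT.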
CCT chaperon mod – changes cytosolic chaperonin activity; purified chaperonin ATPase assay, HTRF ADP detection, 30 min; activity change, % (test concentration not listed), hits read low; 360,000 tested, 0.3% active; in the data active = activity change below about -30%; also: % is scaled to controls: 0 for no effect and ±100 for the full control effect
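Nucleotide hydrolysis assay: TRiC at 20–40 nM final (set by batch activity) with 10 uM ATP, 30 min at 37 °C, in presence of 76 uM compound. Detection by competitive ADP HTRF, 30 min ambient.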
TGFb inhibitor – inhibitors of TGF-b signaling; HepG2 CAGA-GFP TGF-b/SMAD3 reporter, GFP fluorescence, 18 h; TGF-beta stimulated, 500 pg/mL final; Potency, µM (doses to about 46.1 µM), without a hit: at the top dose activity, negative = inhibition, hits mostly inhibitors; 410,000 tested, 1.2% active; also: potency is read from the fitted curve at half-maximal effect; % is scaled to controls: 0 for no effect and ±100 for the full control effect; nearly all actives have a fitted effect of over 65% in size
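HEPG2 CAGA-GFP reporter cells (1000/well, DMEM with 1% FBS) received compounds, then recombinant TGF-beta at 500 pg/mL final for 18 hours at 37 degrees C. Per-cell GFP summed per well was normalised to unstimulated and stimulated DMSO controls before curve fitting.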
A549 tox – kills or reduces viability of A549 cells in Nrf2 counter-screen. A549 ARE-Fluc cells, CellTiter-Fluor viability, 18-24 h. AID 504648. 390,000 tested, 0.16% active. Potency, µM (series often up to 46 µM), for inactives: at the highest dose activity change, negative = cytotoxicity, most hits filed as inhibitors; also: potency is read from the fitted curve at half-maximal effect; % is scaled to controls: 0 for no effect and ±100 for the full control effect
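Cytotoxicity counterscreen: CellTiter-Fluor fluorescence was measured in A549 ARE_Fluc cells after 18-24 h of compound exposure in a concentration series. The subsequent BugLite luminescent read reports ARE-luciferase activity.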
* = called active by the depositor; i = inactive; ? = inconclusive; . = no result given; & = joins results of further samples; [ ] = another dose, or the depositor's remark. Unless noted, calls follow the shape of the dose curve; as a rule, active = well fitted curve in the direction sought with a large enough effect; inconclusive = small, poorly fitted or top-dose-only effect, or another doubt; inactive = no such curve, though single readings can be large; an effect the other way counts as inactive or inconclusive.

#	mol	TGFb inhibitor	HepG2 tox	Nrf2 block	MmCpn inh	pAkt inh	CCT chaperon mod	S2 tox	A549 tox	Nrf2 activator
1	O=C(NCCc1ccccc1F)C1CC(=O)N(c2cccc(C(F)(F)F)c2)C1 (configuration not stated)	-1%	2%	7%	.	i	-0.5	?	-3%	-0.9%
2	O=C(Nc1ccc(Cl)cc1)N(Cc1cccs1)Cc1cccs1	-12%	0%	6%	-2%	i	3.1	i	0%	0.4%
3	O=C(CN1CCOCC1)Nc1ccccc1Sc1ccccc1	10%	9%	-8%	1%	i	-3.2	i	2%	-0.6%
4	CCc1ccccc1N(CC(=O)NC1CCCCC1)C(=O)CCCC(=O)Nc1ccccn1	9%	2%	-22%	1%	i	-2.0	i	-2%	-0.7%
5	COc1cc(/C=C(\C#N)C(=O)Nc2cccnc2)ccc1OC(C)C	-18%	-32%	-5%	-2%	i	-2.6	i	-1%	0.6%
6	Cc1ccc(C(=O)NC(=S)/C=C2\N(C)c3ccccc3C2(C)C)cc1	-27%	-25%	18µM*	-6%	i	0.6	?	?	0.1%
7	CCCCn1nnnc1C1(C)CCC(=O)N1Cc1ccc(C)cc1 (configuration not stated)	.	.	.	.	i	1.3	i	.	3.1%
8	Nc1nc(SCC(=O)O)c2[nH]cnc2n1	-1%	-1%	-1%	.	.	.	.	-2%	.
9	Cc1nc(-c2ccc(S(=O)(=O)N3CCN(c4cccc(C(F)(F)F)c4)CC3)cc2)co1	-13%	-4%	.	.	.	.	i	-3%	-1.0%
10	COc1ccc(-c2cc(C(=O)NCCc3ccccc3)c3c(-c4ccc(Cl)cc4)[nH]nc3n2)cc1	-24%	-2%	23µM*	.	.	.	?	?	-0.8%
11	O=C(c1cn(-c2ccccc2)nc1-c1cccs1)N1CCN(c2ccc(F)cc2)CC1	?	1%	.	?	i	-2.7	?	-20%	5.2%
12	Cc1ccc(-c2nnc(Nc3ccc(OCC(N)=O)cc3)c3ccccc23)cc1S(=O)(=O)NCC1CCCO1 (configuration not stated)	29%	-4%	-5%	.	.	.	?	-1%	4.6%
13	O=C(CN1CCCCC1)Nc1ccccc1Oc1ccccc1	0%	29%	-1%	1%	i	0.0	i	6%	-0.4%
14	CC(C)Nc1nc(NC2CCCC2)nc(N2CCOCC2)n1	-1%	0%	-27%	0%	i	2.1	?	-14%	-1.1%
15	Cc1ccccc1NC(=O)NCCCN1CCN(c2ccccc2)CC1	3%	-10%	4%	0%	i	-1.5	i	2%	3.3%
16	COC(=O)c1ccc(N2CCN(C)CC2)c(NC(=O)COc2ccc(C)cc2)c1	-8%	-10%	5%	2%	i	-0.5	i	4%	-0.1%
17	COc1ccc(C2c3c(ncn(Cc4ccco4)c3=N)Oc3ccc4ccccc4c32)cc1 (configuration not stated)	-5%	3%	-16%	-4%	i	-1.1	?	-14%	6.0%
18	COC(=O)[C@]12CCCCC=C1N(Cc1cccc3ccccc13)C(=O)[C@H](CC(=O)N1CCOCC1)C2	.	.	.	.	i	-3.1	?	.	0.5%
19	CC(C)Cc1ccc(CN2CCCC(NC(=O)c3cnc4ccccn4c3=O)C2)cc1 (configuration not stated)	?	-13%	?	.	i	-2.4	i	?	-0.1%
20	COC(=O)c1c(NC(=O)c2ccc(C)c(S(=O)(=O)Nc3ccccc3C)c2)sc2c1CCCC2	?	-8%	.	2%	.	-1.0	i	6%	-0.3%
21	COc1ccc(CNC(=O)C/C(C)=N/NC(=O)C23CC4CC(CC(C4)C2)C3)cc1	1%	-3%	11%	-2%	i	2.1	i	3%	4.3%
22	CCN(CC)CCNC(=O)c1ccc(NC(=O)Cc2ccsc2)cc1	10%	-5%	4%	-1%	i	0.3	i	6%	-0.6%
23	COc1ccc(Nc2c(CCc3ccccc3)nc3nc(C)cc(C)n23)cc1	.	.	.	.	i	0.3	?	.	6.3%
24	COc1cc(C)c(S(=O)(=O)N2CCCC2)cc1C(C)C	1%	-6%	-4%	3%	i	0.7	i	7%	-0.5%
25	CC(C)(C)c1ccc(S(=O)(=O)N2CCN(CC(O)CN3CCOCC3)CC2)cc1 (configuration not stated)	9%	-1%	-20%	-1%	i	-1.9	i	10%	0.2%
26	Cc1noc(C)c1C(=O)N(CC(C)C)c1nc2ccccc2s1	-28%	0%	4%	-5%	i	-1.9	i	1%	-0.1%
27	Cc1ccc(COC(=O)c2nn(C)c(=O)c3ccccc23)cc1	?	-9%	23µM*	2%	i	-5.9	i	-15%	5.7%
28	C=CCC(CC)C(=O)NC(=O)N1CCCc2ccccc21 (configuration not stated)	-1%	-23%	6%	1%	i	1.5	i	-2%	0.4%
29	CCCCC1=CC2=C(c3ccco3)C(=O)C(C)(OC(=O)c3ccc(OC)cc3)C(=O)C2=CN1CCCN(CC)CC (configuration not stated)	-32%	-6%	9%	-1%	i	-0.6	?	-8%	0.4%
30	Cn1c(=O)oc2cc(S(=O)(=O)N3CCc4ccccc4C3)ccc21	9%	9%	3%	0%	i	0.5	i	-2%	-0.5%
31	O=c1[nH]nc(SCCS(=O)(=O)c2ccc(F)cc2)n1-c1ccc2c(c1)OCCO2	-9%	22%	14%	0%	i	-0.5	?	-12%	13µM*
32	Cc1ccc(OCC(=O)Nc2ccncc2)cc1C	-3%	-7%	.	.	i	-2.6	i	.	-1.0%
33	CC12CCC(C(=O)NNc3ccccc3)(OC1=O)C2(C)C (configuration not stated)	-4%	-13%	0%	-4%	i	-1.4	?	13%	-0.3%
34	Cc1ccccc1CN1CCCNC1=O	10%	-2%	7%	-1%	i	1.0	i	-8%	2.3%
35	CCN(CC)CCN(Cc1cc2cc3c(cc2[nH]c1=O)OCCO3)C(=S)NCC1CCCO1 (configuration not stated)	1%	4%	12%	-1%	i	-3.4	i	-2%	2.8%
36	Cc1ccc(NC(=O)CNc2ccc(OC(C)C)cc2)cc1	-9%	5%	-16%	0%	i	-1.7	i	?	0.7%
37	COC(=O)c1ccc(NC(=S)NC2c3ccccc3CC2O)cc1 (configuration not stated)	-3%	-13%	-2%	0%	i	-1.1	i	8%	-0.3%
38	Cc1nc2ccccn2c1-c1ccnc(SCc2ccc(Cl)cc2)n1	0%	-3%	?	0%	i	-2.9	i	-3%	6.3%
39	Cc1cc(NC(=O)CCCN2C(=O)c3cccnc3C2=O)ccc1Br	0%	6%	1%	0%	i	-1.1	i	0%	0.5%
40	O=C(Nc1cnn(Cc2ccc(Cl)cc2Cl)c1)c1noc2c1CCc1ccccc1-2	-20%	-22%	?	.	.	.	i	0%	-1.1%
41	CCCSC1=C(C#N)C(c2ccccc2C)CC(=O)N1 (configuration not stated)	10%	3%	.	-1%	i	-2.2	i	6%	0.3%
42	CCOC(=O)CN(C(=O)COc1ccc2c(C)cc(=O)oc2c1)c1ccc(OCC)cc1	-13%	9%	-9%	0%	i	-8.8	i	0%	0.6%
43	CCOc1ccc(NC(=O)c2ccc3c(c2)CCN3S(=O)(=O)c2ccc(Cl)cc2)cc1	0%	1%	?	.	.	.	?	-9%	0.6%
44	Cc1nn(-c2ccccc2)c2nc(C3CC3)cc(C(=O)Nc3ccccc3F)c12	3%	2%	-22%	.	.	.	i	0%	-1.7%
45	COc1cc(C)c(NC(=O)c2cc(C3CC3)nc3c2cnn3C(C)C)cc1OC	0%	-22%	8%	0%	i	-0.5	i	-2%	-0.8%
46	CN(Cc1cccnc1)C(=O)c1ccc2nc(Cc3ccccc3F)oc2c1	-3%	4%	?	1%	i	-0.4	i	4%	10%
47	O=C(CCSCc1ccccc1Cl)NCCc1ccccc1	-16%	0%	.	.	.	.	i	10%	1.0%
48	CC(C)c1ccc(NC(=O)COC(=O)CSc2nnc(N)s2)cc1	-12%	14%	5%	1%	i	0.8	i	-7%	-0.3%
49	OCCC1CN(C2CCSCC2)CCN1C1CCCC1 (configuration not stated)	6%	-6%	0%	0%	i	-0.1	i	2%	-0.7%
50	Cc1ccc(C(=O)N2c3ccc(C)cc3C(C)(c3ccccc3)CC2(C)C)cc1 (configuration not stated)	?	-17%	-11%	.	.	.	.	17%	6.3%

Shown as a hit in Nrf2 activator, of those listed so far:
nr | Molecule | MmCpn inh | pAkt inh | CCT chaperon mod | Nrf2 activator
31 | O=c1[nH]nc(SCCS(=O)(=O)c2ccc(F)cc2)n1-c1ccc2c(c1)OCCO2 | 0% | i | -0.5 | 13µM*

Following part:
#	mol	TGFb inhibitor	HepG2 tox	Nrf2 block	MmCpn inh	pAkt inh	CCT chaperon mod	S2 tox	A549 tox	Nrf2 activator
51	COc1ccccc1OC(C)C(=O)N1CCC(c2nc3ccccc3s2)CC1 (configuration not stated)	?	3%	-15%	.	.	.	i	-4%	5.0%
52	O=C(CN1C(=O)C2C3CCC(C3)C2C1=O)Oc1ccc2ccccc2c1 (configuration not stated)	-18%	-26%	-3%	2%	i	-1.8	i	10%	2.4%
53	O=[N+]([O-])c1ccc2c(c1)OCCOCCOCCOCCOCCOCCO2	-5%	-20%	-19%	-5%	i	-1.4	i	2%	2.0%
54	COc1ccc(N2C(=O)c3ccccc3NC2c2ccccc2O)cc1 (configuration not stated)	-18%	-22%	?	6%	i	1.6	i	1%	-1.2%
55	COc1cc(OC)nc(Oc2ccccc2C(=O)Oc2ccc(F)cc2Cl)n1	-3%	4%	1%	?	i	-0.5	i	-4%	0.5%
56	COc1ccc(OC)c(CCNC(=O)CCCc2nnc3n(C)c(=O)c4sccc4n23)c1	32%&-8%[activator]	4%&-4%	6%	0%	i	-0.8	i	0%&-2%	0.1%&3.2%
57	Cc1cccc(N2CCN(C(=O)/C=C/c3cccs3)CC2)c1C	13%	0%	6%	-3%	i	-2.6	i	3%	-0.1%
